High-throughput results deposited in PubChem BioAssay by Broad Institute.
ERp5 inh: inhibitors of human ERp5; Q15084; ERp5 insulin aggregation, absorbance 650 nm, 90 min; inhibition, % at 9.99 µM; 0.05% of 350,000 active; AID 651711;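 active = mean replicate inhibition above about 25%, with every replicate also reaching it, limit read from the data, passing the limit was not always enough; inconclusive = only one of those two criteria met; inactive = neither criterion met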
Target sequence (Q15084 whole entry, looked up): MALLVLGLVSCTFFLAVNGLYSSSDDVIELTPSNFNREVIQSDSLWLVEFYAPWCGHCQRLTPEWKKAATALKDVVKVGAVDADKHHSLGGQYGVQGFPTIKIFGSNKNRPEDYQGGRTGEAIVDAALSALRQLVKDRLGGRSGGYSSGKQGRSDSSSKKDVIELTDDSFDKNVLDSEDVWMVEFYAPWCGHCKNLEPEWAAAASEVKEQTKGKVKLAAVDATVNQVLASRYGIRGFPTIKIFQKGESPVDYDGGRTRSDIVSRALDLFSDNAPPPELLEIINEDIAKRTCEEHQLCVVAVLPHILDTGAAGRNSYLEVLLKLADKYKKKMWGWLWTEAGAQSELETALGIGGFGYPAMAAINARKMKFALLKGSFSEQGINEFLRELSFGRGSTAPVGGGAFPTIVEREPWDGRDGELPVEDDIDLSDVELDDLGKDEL
C2C12 statin: suppression of simvastatin myotoxicity | C2C12 myotubes + simvastatin, ATP luminescence, 48 h; scaled: DMSO 0, geranylgeraniol control 100 | rescue of ATP level, % at 7.49 µM | 0.78% of 330,000 active;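 active = mean ATP rescue above about 67%, or every replicate alone reaching that limit, limit read from the data, passing the limit was not always enough; inconclusive = no clear call, values can overlap the other calls; inactive = mean under the limit and some replicate under it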;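 note: myotubes were challenged with 10 µM simvastatin during compound exposure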
DENV2 CPE rescue: DENV2-induced cell death inhibition | CPE inhibition, % at 9.99 µM | DENV2-infected cells, cytopathic effect rescue, plate reader | AID 651640 | 1.7% of 350,000 active; in the data active = CPE inhibition above about 20%, passing the limit was not always enough; inconclusive = no clear call, values can overlap the other calls; tested in BHK-21 cells;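 note: 0% = median of neutral control wells and 100% = median of positive control wells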
E-selectin induc: E-selectin induction on HUVECs; HUVEC E-selectin immunofluorescence imaging; normalized: neutral wells 0, TNF-alpha wells 100; activation, % at 7.58 µM; 0.37% of 260,000 active; AID 686992;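 active = mean E-selectin-positive cell signal at least 10% of the positive control, reached in at least 60% of replicates, without over 20% cell loss; inconclusive = no rule given, readout overlaps actives, possibly toxicity-flagged; inactive = the rest, including those meeting only one limit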;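 note: in these data hits start at about 27%; measured in HUVEC primary endothelial cells; signal is the percent of cells scored E-selectin positive by PE staining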
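Assay system: HUVEC primary endothelial cells. Input: 3,000 HUVEC seeded per well. Doses: one compound dose added by pin transfer. Read-out basis: % PE-positive cells. Benchmarks: TNF-alpha high, DMSO low. Detection: immunofluorescence imaging. Buffer or medium: EGM-2, gelatin.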
SIRT5 block: sirtuin-5 (human) deacylase inhibition; inhibition, % at 15 µM; Q9NXA8; 1.1% of 330,000 active; Purified SirT5, succinyl-peptide AMC, trypsin-coupled fluorescence; AID 652115; in the data active = inhibition above about 15%; inconclusive = no clear call, values can overlap the other calls
Target sequence (Q9NXA8 whole entry, looked up): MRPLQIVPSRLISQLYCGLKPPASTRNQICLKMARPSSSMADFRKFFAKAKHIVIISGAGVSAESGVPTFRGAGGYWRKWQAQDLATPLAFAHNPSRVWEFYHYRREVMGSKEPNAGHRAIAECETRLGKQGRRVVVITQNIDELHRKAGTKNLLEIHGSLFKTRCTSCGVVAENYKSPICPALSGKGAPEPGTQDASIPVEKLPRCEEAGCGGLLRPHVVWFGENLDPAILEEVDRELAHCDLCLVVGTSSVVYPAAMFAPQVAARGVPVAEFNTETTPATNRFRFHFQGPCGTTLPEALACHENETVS
PglD inh: PglD (C. jejuni) enzyme inhibition | purified PglD enzyme, DTNB colorimetric CoA detection | inhibition, % at 12.5 µM | 0.098% of 360,000 active; in the data active = inhibition above about 16%, passing the limit was not always enough; inconclusive = no clear call, values can overlap the other calls; note: strong numbers were not always called active
S100A4 MyoIIA: S100A4-myosin IIA interaction inhibition. inhibition, % at 10.7 µM. S100A4/TAMRA-MyoIIA peptide fluorescence polarization. P26447. 0.14% of 360,000 active;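 active = mean inhibition of at least 70% across replicates, with every replicate also reaching that level; inconclusive = mean inhibition reaches 70% but some replicates fall short; inactive = mean inhibition below 70%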
Target sequence (P26447 whole entry, looked up): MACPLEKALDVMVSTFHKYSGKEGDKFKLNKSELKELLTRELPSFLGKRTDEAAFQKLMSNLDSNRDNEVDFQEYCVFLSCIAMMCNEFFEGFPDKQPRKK
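Compound dosing: one dose per compound; test system: human S100A4 monomer with TAMRA-labelled myosin IIA peptide; probe or stimulus: TAMRA-labelled myosin IIA heavy-chain peptide probe, 5 nM; medium: HEPES buffer with Ca2+, pH 7.2; schedule: 5 min incubation before reading; benchmarks: neutral control DMSO, positive control TFP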
The depositor's hits bear a star; ? = inconclusive; / = not tested or not shown. These rows are one share of the data; count on the stated rates, not on these rows.

mol,ERp5 inh,C2C12 statin,DENV2 CPE rescue,E-selectin induc,SIRT5 block,PglD inh,S100A4 MyoIIA
O=C(COC(=O)C1=NN(c2ccccc2)C(=O)CC1)Nc1nc(-c2ccc(F)cc2)cs1,7,-2,-7,-3.0,5,2,1
CC(=O)N1[C@@H]2c3ccc(-c4cccc(F)c4)c(=O)n3C[C@H]1[C@H](CO)[C@H]2C(=O)NCC1CC1,3,13,-2,-0.2,-39,2,11
Cc1cc(C(=O)O)ccc1NCc1ccncc1,5,25,2,0.3,-1,4,0
CCC(=O)N1CC(=O)N2[C@H](CO)[C@H](c3ccc(C#CC4CCCC4)cc3)[C@H]2C1,-2,/,-3,0.0,-1,/,136*
CCCCN(CCCC)Cc1cc(=O)oc2cc(C)cc(C)c12,-7,9,10,0.0,-3,3,0
COc1cc(/C=N/N2C(=O)c3ccccc3C2=O)ccc1O,-2,/,3,/,-8,-7,0
CC=Cc1ccc2n(c1=O)C[C@@H]1[C@@H](CO)[C@H](C(=O)NCCc3cn(C)cn3)[C@H]2N1C(=O)CC (mixture of isomers),2,-65,-9,0.2,7,1,1
Cc1ccc([C@H]2C[C@H](O)[C@@H](n3cc(COC(=O)c4ccccc4)nn3)CN2Cc2cccs2)cc1,15,16,?,0.3,-2,2,-2
CCCNC(=O)N1CC2(CCN(Cc3cccc(F)c3)CC2)c2c([nH]c3cc(OC)ccc23)[C@@H]1CO,7,/,6,-0.3,4,/,-3
COc1ccc(/C=C(/NC(=O)c2ccccc2Cl)C(=O)O)cc1,-2,/,-8,2.8,-1,/,-5

Fetched by structure from above (2):
mol,ERp5 inh,C2C12 statin,DENV2 CPE rescue,E-selectin induc,SIRT5 block,PglD inh,S100A4 MyoIIA
COc1ccc(/C=C(/NC(=O)c2ccccc2Cl)C(=O)O)cc1,-2,/,-8,2.8,-1,/,-5
Cc1cc(C(=O)O)ccc1NCc1ccncc1,5,25,2,0.3,-1,4,0

Continuation.
mol,ERp5 inh,C2C12 statin,DENV2 CPE rescue,E-selectin induc,SIRT5 block,PglD inh,S100A4 MyoIIA
CCN(C(=O)COC(=O)CNC(=O)c1ccc2ccccc2c1)C1CCS(=O)(=O)C1 (centres undefined),10,/,11,0.9,-1,/,42
NC(=O)Cn1cnc2c(nnn2-c2cccc(Cl)c2)c1=O,4,-2,3,0.1,-4,-2,0
COc1cc(OC)cc(C(=O)N[C@H](C(=O)NNC(=O)c2ccc(Br)cc2)C(C)C)c1,-4,-10,-4,0.1,/,-6,23
CC(C)C[C@@H](CSc1ccc(Br)cc1)N1CCN(C)CCC1=O,-3,10,14,-0.1,-4,1,0
CCC(C)(C)NC(=O)/C=C/c1cnc2ccccc2n1,2,/,3,/,4,/,-1
COc1ccc(C(=O)c2ccc(N3CCOCC3)c([N+](=O)[O-])c2)cc1,-4,-1,-2,-4.4,1,7,-3
COC(=O)C[N+](C)(C)C/C=C\c1ccccc1,4,/,-5,-0.6,6,/,-4
CC(=O)c1cc(-c2ccccc2)n(CC(=O)N2CCC(C)CC2)c1C,-1,-44,0,/,1,-4,-1
CNC(C)C(=O)NC(C(=O)N1CCCC1C(=O)Nc1ccc2ncccc2c1)C(C)C (centres undefined),-5,-3,-2,0.0,/,-3,1
COc1ccc(CNC(=O)C(c2cccc(C)c2)N(C(=O)c2csnn2)C2CC2)cc1 (centres undefined),4,46,3,0.3,-1,-5,-3
C[C@H]1CCCCO[C@@H](CN(C)C(=O)c2ccncc2)[C@@H](C)CN([C@@H](C)CO)C(=O)c2cc(NC(=O)NC3CCCCC3)ccc2O1,/,/,21*,-0.2,/,-1,/
Cc1ccc(C)c(NC(=O)CSc2nc(=O)n(CCN3CCOCC3)c3c2CCCC3)c1,5,/,-3,0.4,-1,/,-6
CCc1ccc(-n2c(SCc3cc(=O)n4cc(Br)ccc4n3)nc3[nH]ncc3c2=O)cc1,1,/,2,-0.1,1,/,10
COc1ccc(CN(C)C[C@@H]2Oc3ccc(NC(=O)Nc4c(C)noc4C)cc3C(=O)N([C@@H](C)CO)C[C@H]2C)cc1,1,11,9,-5.7,0,0,3
COC(=O)c1ccccc1NC(=O)C(C)c1ccc([N+](=O)[O-])cc1 (centres undefined),1,28,-3,0.2,2,/,1
O=C(NN=C1CCC(=NNC(=O)c2cccnc2)CC1)c1cccnc1,-16,/,8,7.2,0,/,1
O=C1OCC(CO)(CO)N=C1NNc1ccccc1[N+](=O)[O-],3,4,0,5.1,-3,2,-2
CN1C(=O)c2cc(NC(=O)Cc3cccs3)ccc2OC[C@@H]2O[C@@H](CC(=O)NCCCN3CCOCC3)CC[C@@H]21,-2,-8,6,0.8,-1,3,6
O=[N+]([O-])c1ccc(N2CCN(S(=O)(=O)c3ccccc3)CC2)cc1NCC1CCCO1 (centres undefined),/,3,/,2.3,/,-11,/
Cc1cccn2c(=O)c(C(=O)NC3CC(C)CC(C)(C)C3)c(O)nc12 (centres undefined),-1,-123,6,5.0,-14,3,-7

Limited to E-selectin induc, for some of the entries so far:
molecule,E-selectin induc
O=C1OCC(CO)(CO)N=C1NNc1ccccc1[N+](=O)[O-],5.1
CN1C(=O)c2cc(NC(=O)Cc3cccs3)ccc2OC[C@@H]2O[C@@H](CC(=O)NCCCN3CCOCC3)CC[C@@H]21,0.8
Cc1ccc(C)c(NC(=O)CSc2nc(=O)n(CCN3CCOCC3)c3c2CCCC3)c1,0.4
CCc1ccc(-n2c(SCc3cc(=O)n4cc(Br)ccc4n3)nc3[nH]ncc3c2=O)cc1,-0.1

(more compounds)
mol,ERp5 inh,C2C12 statin,DENV2 CPE rescue,E-selectin induc,SIRT5 block,PglD inh,S100A4 MyoIIA
CN(C)C(=O)CCc1ccc2c3c([nH]c2c1)[C@]1(CCC2CCCC2)[C@@H](C(=O)N2CCOCC2)C[C@H](CC(=O)NCCCn2ccnc2)C(=O)N1CC3,6,8,-5,-0.4,-1,-1,0
Cc1ccc(-c2cn(-c3ccccc3F)c(=S)[nH]2)cc1,2,-8,-2,-0.1,-4,-5,3
COc1ccc(CN(C)C[C@H]2Oc3c(NC(=O)C4CCCCC4)cccc3C(=O)N([C@H](C)CO)C[C@H]2C)cc1,-1,31,16,-0.3,-2,0,4
O=C(CCC(=O)Nc1ccccc1Cl)NNC(=O)COc1ccc([N+](=O)[O-])cc1,3,3,-1,0.9,-5,-1,-4
COc1ccc(CCNC(=O)c2c(C)nn(-c3ccccc3)c2Cl)cc1,1,10,-7,0.2,-1,3,-4
C[C@@H]1CN([C@@H](C)CO)C(=O)c2cc(-c3ccncc3)cnc2O[C@@H]1CN(C)S(=O)(=O)c1ccccc1,3,-21,?,-0.3,0,1,20
COc1cc(C(=O)Oc2ccccc2OC(=O)c2cc(OC)c(OC)c(OC)c2)cc(OC)c1OC,3,4,1,-4.0,-5,/,-5
O=S(=O)(NCc1ccc2c(c1)OCO2)c1ccc(F)cc1,3,-3,2,/,-1,-5,-2
COCCN(C(=O)c1ccccc1F)c1nnc(-c2ccc(OC)cc2)s1,1,-15,?,/,-2,-13,-3
O=C(NCCc1ccccc1)C1CCC(CNS(=O)(=O)c2cccc3cccnc23)CC1 (centres undefined),0,-10,0,-2.3,-1,-3,-2

Two entries from above, with each value named:
Cc1ccc(-c2cn(-c3ccccc3F)c(=S)[nH]2)cc1
  ERp5 inh = 2	C2C12 statin = -8	DENV2 CPE rescue = -2	E-selectin induc = -0.1	SIRT5 block = -4	PglD inh = -5	S100A4 MyoIIA = 3
O=C(CCC(=O)Nc1ccccc1Cl)NNC(=O)COc1ccc([N+](=O)[O-])cc1
  ERp5 inh = 3	C2C12 statin = 3	DENV2 CPE rescue = -1	E-selectin induc = 0.9	SIRT5 block = -5	PglD inh = -1	S100A4 MyoIIA = -4

The listing continues:
mol,ERp5 inh,C2C12 statin,DENV2 CPE rescue,E-selectin induc,SIRT5 block,PglD inh,S100A4 MyoIIA
COc1ccc(CN(C)C[C@@H]2Oc3ccc(NS(=O)(=O)c4cccs4)cc3C(=O)N([C@H](C)CO)C[C@H]2C)cc1,-4,-8,31*,-21,0,/,6
CCCNC(=O)Nc1ccc2c(c1)C(=O)N(C)C[C@@H](OC)[C@@H](C)CN(C(=O)C1CC1)[C@@H](C)CO2,-3,0,9,-0.1,-1,1,4
CCOC(=O)C(=CNc1cc(C)ccn1)C(=O)OCC,4,2,0,/,0,-1,5
COc1cc(C(O)c2nc(-c3cccc(NC(C)=O)c3)cs2)ccc1F (centres undefined),-1,11,-4,0.0,/,1,2
CN(C)c1ccc(C2/C(=C(/O)c3ccccc3)C(=O)C(=O)N2CCCC(=O)O)cc1 (centres undefined),1,/,-1,0.2,6,-5,-6
O=C(Nc1nc(-c2ccc3c(c2)OCCO3)cs1)c1ccco1,-3,10,2,-0.5,0,4,-1
Cc1ccc(OCc2cc(C(=O)NCC(C)(C)N3CCOCC3)no2)cc1C,6,/,1,0.0,-1,-2,-3
S=c1[nH]nc(-c2ccc(Cl)cc2)n1CCCN1CCOCC1,8,/,-4,/,3,/,-1
Cc1c(NC(=O)COC(=O)c2ccc(O)cc2)c(=O)n(-c2ccccc2)n1C,4,18,8,-0.6,-9,3,-8
CCCNC(=O)N1CC2(CCN(C(=O)c3cccnc3)CC2)c2c([nH]c3cc(OC)ccc23)[C@@H]1CO,-1,/,-5,0.1,-3,/,13
COC(=O)c1ccc2nc(-c3ccc(C)cc3)c(Cc3ccccc3)n2c1,-16,/,-5,0.2,24*,/,-9
CC(NC(=O)CN1c2cccc3cccc(c23)S1(=O)=O)c1ccc(S(N)(=O)=O)cc1 (centres undefined),-2,9,18,0.1,-1,-3,-2
